Source: PubChem
KKLEB tox: reduces viability of KKLEB cystic fibrosis airway cells; KKLEB CF airway cells viability, ATPlite luminescence, overnight; hits give low values; cells stimulated with P. aeruginosa culture filtrate; activity change (cytotoxicity), % at 5 µM; actives 0.36% (n = 360,000); AID 602141;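 active means corrected activity change at or below -50% at 5 µM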
TROY NFkB inh: TROY signaling inhibition. actives 0.98% (n = 360,000). inhibition, % at 10 µM. Q293 LMP1-TROYcd NF-kB luciferase reporter, 4 h;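 active means compounds whose plate-normalised and pattern-corrected inhibition of the luciferase reporter signal at the single screening dose is 50% or more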
HIF-2a inh: blocks HIF-2a reporter activity | 786-0 RCC cells HIF-2a reporter, luciferase luminescence, overnight | inhibition, % at 18.8 µM | actives 0.72% (n = 360,000);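 active means inhibition of the luminescence signal of 40% or more relative to plate controls, in a single-dose primary screen at 18.75 µM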
NR2E3 ag-1: agonists of human nuclear receptor NR2E3. AID 2300. actives 0.12% (n = 320,000). GST-NR2E3/biotin-RetCOR TR-FRET, 1536-well. inhibition of corepressor binding, % at 4.78 µM. Q9Y5X4;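 active means percent inhibition above the cutoff of mean plus 3 SD of all tested compounds, set per screening campaign, cut at about 20% in these data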;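 further: 0% = DMSO wells and 100% = biotin wells as full block of FRET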
Target sequence (Q9Y5X4 whole entry, looked up): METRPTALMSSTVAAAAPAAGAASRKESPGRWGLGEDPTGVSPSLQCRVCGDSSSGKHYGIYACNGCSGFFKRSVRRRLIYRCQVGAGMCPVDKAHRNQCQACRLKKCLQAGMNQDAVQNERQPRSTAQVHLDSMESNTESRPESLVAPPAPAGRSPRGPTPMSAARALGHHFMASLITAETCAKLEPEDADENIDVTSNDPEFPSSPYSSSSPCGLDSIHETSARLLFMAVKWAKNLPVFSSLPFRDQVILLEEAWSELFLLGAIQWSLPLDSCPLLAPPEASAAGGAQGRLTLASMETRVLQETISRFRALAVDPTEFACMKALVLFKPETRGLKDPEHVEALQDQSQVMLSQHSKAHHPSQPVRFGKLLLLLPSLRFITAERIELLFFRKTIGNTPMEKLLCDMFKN
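Format: 1536-well format; test system: GST-NR2E3 and biotin-RetCOR proteins; read-out basis: percent inhibition of TR-FRET ratio; timing: 5 h incubation at 4 °C; detection: time-resolved FRET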
Shn3 3UTR inh: Schnurri-3 reporter inhibition in Clone20 osteoblasts; Clone20 osteoblast Shn3 3'UTR firefly luciferase, 24 h; inhibition, % at 12.5 µM; actives 0.52% (n = 360,000); AID 588674;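 active means mean inhibition of at least 75% with every replicate also reaching 75%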;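 further: 0% = median of neutral control wells and 100% = pilot-screen positive control compound; some compounds past the cut are filed as inactive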
CF NFkB block: cystic fibrosis NF-kB activation inhibition; KKLEB NF-kB-GFP reporter, PAF-induced, GFP fluorescence overnight; inhibition, % at 5 µM; actives 0.86% (n = 360,000);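 active means at least 50% inhibition at 5 µM, scaled per plate between neutral and stimulator controls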;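 further: PAF is a Pseudomonas aeruginosa culture filtrate used as stimulus; plate controls were PAF-stimulated DMSO wells for no effect and unstimulated DMSO wells for full effect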
C8 TRAIL sens: sensitizes caspase-8 expressing cells to TRAIL; NB7+C8 cells + TRAIL, ATPlite viability luminescence; inhibition (viability loss, TRAIL sensitization), % at 10 µM; actives 1% (n = 360,000);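 active means compounds causing at least 50% loss of cell viability in the single-dose screen, relative to plate controls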
MITF TRPM1 inh: inhibitors of MITF-driven TRPM1 promoter in melanoma cells; AID 488899; SK-MEL-5 TRPM1 promoter luciferase, 24 h; inhibition, % at 12.5 µM; actives 0.83% (n = 330,000);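 active means mean inhibition across replicates of 60% or more, whatever share of single replicates reaches that level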; further: values of inactives mirror those of a sister screen read the other way
TWEAK-Fn14 inh: inhibitors of TWEAK-Fn14 interaction signaling | actives 2% (n = 360,000) | inhibition, % at 10 µM | TWEAK-stimulated Fn14 reporter cells, luciferase luminescence, 8 h; in the data active means inhibition above about 50%
Peg3 prom inh: reduces Peg3 promoter-driven luciferase expression in HeLa. inhibition, % at 20 µM. actives 1.7% (n = 360,000). HeLa PEG-Prom luciferase reporter, luminescence, overnight. AID 588405;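 active means inhibition of at least 50% at 20 µM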
NR2E3 ag-2: agonists of human NR2E3 nuclear receptor; Q9Y5X4; CHO-S Gal4-NCOR/VP16-NR2E3 two-hybrid, luciferase; inhibition of corepressor binding, % at 3.98 µM; actives 0.35% (n = 360,000); AID 602229;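 active means inhibition above the mean of all tested compounds plus 3 SD, cut at about 70% in these data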;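 further: 0% = DMSO with NR2E3 transfected cells and 100% = cells lacking NR2E3 construct; higher means lower luciferase signal from less NR2E3 corepressor binding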
* hit, by the source's call; nt = not tested or not shown. Not all compounds are listed; rates above refer to the full screens.

The opening 11 records, to show the layout:
SMILES	KKLEB tox	TROY NFkB inh	HIF-2a inh	NR2E3 ag-1	Shn3 3UTR inh	CF NFkB block	C8 TRAIL sens	MITF TRPM1 inh	TWEAK-Fn14 inh	Peg3 prom inh	NR2E3 ag-2
Cc1cc(N2C(=O)C(O)=C(C(=O)c3cccs3)C2c2cccc(Br)c2)no1 (stereo not drawn)	-3	14	23	2	-1	-2	-6	1	7	12	-9
COc1ccc(N2CC(O)(c3ccc(OC(F)F)cc3)[N+]3=C2CCCC3)cc1 (stereo not drawn)	-2	14	20	0	18	-1	19	4	-20	-19	1
Cc1csc(/C(=N/OC(=O)c2ccco2)C(N)=O)n1	-5	2	5	-1	-10	-17	8	-4	14	4	-11
O=C(NCCCN1CCOCC1)c1cc(-c2cccc(Br)c2)nc2ccccc12	1	-12	0	5	-13	2	19	-10	-5	13	-20
c1ccc(Cn2c(-c3ccccc3)nc3nc4ccccc4nc32)cc1	9	4	-23	0	5	-1	-1	6	11	-15	-21
O=C(N/N=C/c1ccc(OC2CSC2)cc1)c1ccccc1	11	-30	-243	4	-42	-5	-7	-64	-21	-209	-85
COc1ccc(-c2ccnc(SCC(=O)c3ccc(Cl)cc3)n2)cc1	3	27	15	-2	6	16	2	-6	24	-4	-6
Clc1nc(Oc2ccccc2)nc(-c2cn(-c3ccccc3)c3ccccc23)n1	6	12	5	-3	-7	-16	1	14	-7	8	-11
COc1ccccc1NC(=O)N(C)C[C@@H]1OCc2cnnn2CCCC(=O)N([C@H](C)CO)C[C@H]1C	-8	2	6	nt	-13	1	15	nt	7	-10	-23
O=C(CCC1CCCC1)N[C@@H](Cc1ccc(O)cc1)C(=O)O	2	9	-1	0	15	-15	6	-1	2	-1	-3
CCN1CCN(C(c2cccs2)C(C)NS(=O)(=O)c2ccccc2)CC1 (stereo not drawn)	19	-6	4	5	-28	-40	6	nt	12	3	-9

All compounds of this part (from the top)
SMILES	KKLEB tox	TROY NFkB inh	HIF-2a inh	NR2E3 ag-1	Shn3 3UTR inh	CF NFkB block	C8 TRAIL sens	MITF TRPM1 inh	TWEAK-Fn14 inh	Peg3 prom inh	NR2E3 ag-2
Cc1cc(N2C(=O)C(O)=C(C(=O)c3cccs3)C2c2cccc(Br)c2)no1 (stereo not drawn)	-3	14	23	2	-1	-2	-6	1	7	12	-9
COc1ccc(N2CC(O)(c3ccc(OC(F)F)cc3)[N+]3=C2CCCC3)cc1 (stereo not drawn)	-2	14	20	0	18	-1	19	4	-20	-19	1
Cc1csc(/C(=N/OC(=O)c2ccco2)C(N)=O)n1	-5	2	5	-1	-10	-17	8	-4	14	4	-11
O=C(NCCCN1CCOCC1)c1cc(-c2cccc(Br)c2)nc2ccccc12	1	-12	0	5	-13	2	19	-10	-5	13	-20
c1ccc(Cn2c(-c3ccccc3)nc3nc4ccccc4nc32)cc1	9	4	-23	0	5	-1	-1	6	11	-15	-21
O=C(N/N=C/c1ccc(OC2CSC2)cc1)c1ccccc1	11	-30	-243	4	-42	-5	-7	-64	-21	-209	-85
COc1ccc(-c2ccnc(SCC(=O)c3ccc(Cl)cc3)n2)cc1	3	27	15	-2	6	16	2	-6	24	-4	-6
Clc1nc(Oc2ccccc2)nc(-c2cn(-c3ccccc3)c3ccccc23)n1	6	12	5	-3	-7	-16	1	14	-7	8	-11
COc1ccccc1NC(=O)N(C)C[C@@H]1OCc2cnnn2CCCC(=O)N([C@H](C)CO)C[C@H]1C	-8	2	6	nt	-13	1	15	nt	7	-10	-23
O=C(CCC1CCCC1)N[C@@H](Cc1ccc(O)cc1)C(=O)O	2	9	-1	0	15	-15	6	-1	2	-1	-3
CCN1CCN(C(c2cccs2)C(C)NS(=O)(=O)c2ccccc2)CC1 (stereo not drawn)	19	-6	4	5	-28	-40	6	nt	12	3	-9
Cc1cccc(-c2nc(CNC(=O)c3ccco3)cs2)c1	-18	-59	-137	0	-5	15	-9	-22	-11	-132	-32
CCC(=O)c1ccc(OCC(=O)N2CCc3cc(OC)c(OC)cc3C2)cc1	-8	-6	12	4	22	-2	-11	0	-42	4	9
COc1ccc(C(=O)N[C@H](C(=O)NCc2cccs2)C(C)C)cc1	6	-7	7	-3	8	-7	-3	-2	6	2	-15
Cc1nn(C)cc1CNC(=O)COc1ccc(Cl)cc1Cl	-1	18	15	5	23	0	-5	9	6	6	7
Cc1csc(NC(=O)C2CCC(C)(C(=O)O)C2(C)C)n1 (stereo not drawn)	0	0	28	0	2	3	-8	3	-3	-4	6
COCC(C)n1c(SCC(=O)Nc2oc(C)c3c(C)n[nH]c(=O)c23)nc2ccccc2c1=O (stereo not drawn)	3	5	6	0	21	-6	-15	11	10	19	23
COc1ccc(NC(=O)c2cc(S(=O)(=O)N(C)C)ccc2N2CCCC2)cc1Cl	2	14	20	-3	20	1	-12	-7	-12	8	-25
O=C1Nc2ccccc2N(O)N1c1ccc(Cl)c(Cl)c1	-25	-8	5	-1	-6	-5	-4	-1	1	4	-36
O=C(O)COCC(=O)NCc1csc2ccc(Cl)cc12	0	16	10	1	-5	-4	-5	14	-3	11	-10
Cc1noc(C)c1S(=O)(=O)N1CCCC1C(=O)NC(C)(C)C (stereo not drawn)	-6	-1	6	2	6	-14	22	4	7	8	3
Cc1cc(C(=O)Nn2c(C3CCCCC3)nc3ccccc3c2=O)ccc1[N+](=O)[O-]	-7	33	5	-3	-13	8	7	9	6	9	-3
CCOc1ncccc1C(=O)Nc1ccc2c(C)cc(=O)oc2c1	-2	-17	-11	-1	-1	3	-7	-13	-7	-15	-21
O=C1Cc2ccccc2C(=O)N1c1cccc(Cl)c1	0	-9	12	5	4	-8	-4	7	-3	12	-13
Cc1ccc(Cn2ccc(NC(=O)c3nc4ncccn4n3)n2)cc1	1	-13	-31	10	-10	-4	0	-3	-24	-14	2
COc1ccc(C(CNC(=O)c2ccc(C)c(S(=O)(=O)N3CCCCC3)c2)N2CCCC2)cc1 (stereo not drawn)	-7	-4	-1	nt	-5	-3	-5	-12	-8	3	10
Cc1cc(C(=O)COC(=O)c2ccc(O)cc2)c(C)n1CC1CCCO1 (stereo not drawn)	7	62*	-164	1	-35	-7	28	-21	50	-171	-86
O=C(O)COc1cccc2ccccc12	-3	4	15	1	-33	8	-1	6	-2	9	-8
O=C(COc1ccccc1[N+](=O)[O-])Nc1ccc(NC(=O)c2cc3ccccc3o2)cc1	-24	52*	0	3	-3	25	35	15	1	11	-45
CCOC(=O)N1CCN(S(=O)(=O)N2CCCC(C(=O)NCc3cc(OC)ccc3OC)C2)CC1 (stereo not drawn)	9	-13	12	nt	-7	-11	-10	nt	3	-4	-21
Cn1c(=O)c(=O)n(C)c2cc(S(=O)(=O)CCC(=O)Nc3ccc(F)cc3)ccc21	7	-8	-6	-2	-2	-18	-1	nt	-11	-34	-11
Cc1ccc(/C=N/NC(=O)CN2C(=O)CSc3ccccc32)o1	-5	-28	17	-4	1	12	-5	8	11	8	-25
CN(CC(=O)Nc1ccccc1Cl)C(=O)C1CCN(S(=O)(=O)c2ccc3c(c2)OCCO3)CC1	-6	-19	12	0	-6	12	-7	7	-1	3	-14
COc1cc(C(=O)Nc2cccc(S(=O)(=O)NCc3ccco3)c2)cc(OC)c1OC	-2	5	4	0	18	-23	3	21	4	24	17
O=S(=O)(NCCN1CCN(S(=O)(=O)c2ccccc2F)CC1)c1ccccc1F	9	14	-2	nt	10	-28	-6	2	5	10	-18
Cc1ccc(C(=O)N/C(=C\c2cn(C)c3ccccc23)C(=O)NCCCn2ccnc2)cc1	-14	6	15	-3	-7	10	9	11	12	13	7
COc1cc(CNc2ccc3[nH]c(=O)[nH]c3c2)ccc1OCc1c(F)cccc1Cl	-1	5	-10	nt	4	-25	0	-22	1	-4	-30
CSc1ccc(S(=O)(=O)Nc2ccc(N3CCOCC3)c(Cl)c2)cc1	14	15	-3	-2	8	-4	7	11	19	9	69
Cc1cccnc1NC(=O)COc1ccc2oc3c(c2c1)CCCC3	4	-58	-139	2	-15	-1	0	-34	-6	-116	6
O=C(NC1CCS(=O)(=O)C1)Oc1ccc(Cl)cc1 (stereo not drawn)	-2	-1	19	2	-6	-17	8	15	2	1	7

Rewritten as labelled records: entries from further up
CN(CC(=O)Nc1ccccc1Cl)C(=O)C1CCN(S(=O)(=O)c2ccc3c(c2)OCCO3)CC1
  KKLEB tox = -6
  TROY NFkB inh = -19
  HIF-2a inh = 12
  NR2E3 ag-1 = 0
  Shn3 3UTR inh = -6
  CF NFkB block = 12
  C8 TRAIL sens = -7
  MITF TRPM1 inh = 7
  TWEAK-Fn14 inh = -1
  Peg3 prom inh = 3
  NR2E3 ag-2 = -14

COc1cc(CNc2ccc3[nH]c(=O)[nH]c3c2)ccc1OCc1c(F)cccc1Cl
  KKLEB tox = -1
  TROY NFkB inh = 5
  HIF-2a inh = -10
  NR2E3 ag-1 = nt
  Shn3 3UTR inh = 4
  CF NFkB block = -25
  C8 TRAIL sens = 0
  MITF TRPM1 inh = -22
  TWEAK-Fn14 inh = 1
  Peg3 prom inh = -4
  NR2E3 ag-2 = -30

Continuation.
SMILES	KKLEB tox	TROY NFkB inh	HIF-2a inh	NR2E3 ag-1	Shn3 3UTR inh	CF NFkB block	C8 TRAIL sens	MITF TRPM1 inh	TWEAK-Fn14 inh	Peg3 prom inh	NR2E3 ag-2
CCC(=O)N1CCCc2ccccc21	-4	-10	17	5	-19	12	0	-5	8	-4	-1
c1ccc(-c2nnc(CSc3nnc(-c4cccs4)o3)o2)cc1	2	14	-1	3	6	9	-8	3	1	12	-12
CCC(CO)NC1=C([N+](=O)[O-])C(=O)CC(C)(C)C1 (stereo not drawn)	11	11	14	1	-6	8	-12	-15	-1	9	-11
COc1ccc(C(=O)OC(C)C(=O)NC(C)CCc2ccccc2)c(OC)c1 (stereo not drawn)	0	-8	20	5	25	-1	-4	-11	10	9	-26
O=C(c1ccc2ccccc2c1)N1CCCCC1	0	3	8	-3	-27	14	8	2	22	2	-3
O=C(NCc1cccnc1)c1ccc(CS(=O)(=O)Cc2ccc(Cl)cc2)o1	-8	8	11	-5	4	-5	-8	9	-6	24	-12
CCn1c(C(=O)N2CCC(C(=O)NCCCSC3CCCCC3)CC2)cc2sccc21	7	1	5	3	27	-9	2	0	13	33	-14
COc1ccc([N+](=O)[O-])cc1/C=N/Nc1nn[nH]n1	1	-8	2	2	-4	-8	-4	8	8	10	-6
COc1cc(CNc2cccc3[nH]c(C(F)(F)F)nc23)cc(OC)c1	4	11	16	0	12	10	-9	6	4	24	-12
